From PubChem
APOBEC3A inh = blocks human APOBEC3A ssDNA deamination. inhibition, % at 20 µM. P31941. AID 493011. recombinant A3A, FAM/TAMRA ssDNA deamination fluorescence. 330,000 compounds, 0.41% hits;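 active = at least 40% inhibition at 20 µM here, with at most 30% in a related deaminase screen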;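 note: plate controls were A3A with DMSO for no effect and wells lacking A3A enzyme for full effect; some results filed as inactive read as strong as hits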
Target sequence (P31941 whole entry, looked up): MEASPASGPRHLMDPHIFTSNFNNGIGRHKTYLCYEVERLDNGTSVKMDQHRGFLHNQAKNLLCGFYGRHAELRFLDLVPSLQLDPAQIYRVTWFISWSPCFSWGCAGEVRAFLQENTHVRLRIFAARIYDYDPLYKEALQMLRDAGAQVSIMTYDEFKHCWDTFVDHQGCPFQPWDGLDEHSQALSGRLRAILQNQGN
mIAP inh = blocks mouse intestinal alkaline phosphatase; purified mouse IAP, CDP-Star luminescence, 30 min; inhibition, % at 10 µM; 330,000 compounds, 0.2% hits; AID 2806;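 active = inhibition of at least 40% at 10 µM in the primary screen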;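 note: plate controls were DMSO with enzyme for no effect and no enzyme wells for full effect; values of inactives mirror those of a sister screen read the other way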
APOBEC3G inh = APOBEC3G (human) deaminase inhibition | Q9HC16 | AID 493012 | 330,000 compounds, 0.28% hits | recombinant A3G, ssDNA deamination FAM/TAMRA fluorescence | inhibition, % at 20 µM;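 active = inhibition of at least 40% at 20 µM, with no more than 30% in the related APOBEC3A deaminase screen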;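 note: plate controls were DMSO wells with A3G for no effect and wells lacking A3G enzyme for full effect; some compounds called inactive have numbers as strong as hits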
tim10-1 inh = growth inhibitors of tim10-1 mutant yeast | 330,000 compounds, 2.2% hits | inhibition, % at 20 µM | AID 463190 | S. cerevisiae tim10-1 ts strain growth, BacTiter-Glo, 24 h;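 active = inhibition of at least 40%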;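 note: mutant grown at 25 °C; 0% = DMSO wells with yeast and 100% = wells holding no yeast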
NLRP3 yeast inh = blocks the NALP3 inflammasome reconstituted in yeast; Yeast reconstituted NLRP3/ASC/caspase-1, beta-gal luminescence, 24 h; inhibition, % at 10 µM; 330,000 compounds, 0.39% hits;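 active = inhibition of 50% or more; inactive = inhibition below 50%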;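 note: plate controls were induced DMSO wells for no effect and uninduced yeast grown without galactose for full effect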
TIM10 inh = inhibits growth of TIM10 yeast strain | inhibition, % at 10 µM | AID 463195 | S. cerevisiae TIM10 strain growth, BacTiter-Glo luminescence, 24 h | 330,000 compounds, 1.4% hits;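 active = inhibition of 40% or more at the single tested concentration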;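 note: wild-type TIM10 isogenic control strain grown at permissive 25 °C; 0% = DMSO yeast wells and 100% = minimal medium wells without yeast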
beta cell repl = MIN6 beta-cell proliferation induction | MIN6 cells proliferation, ATPlite luminescence, 48 h; cells starved in 0.2% serum; 100% = growth in 10% serum | proliferation, % at 10 µM | 330,000 compounds, 0.29% hits | AID 2380;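 active = compounds whose signal lies at least 3.5 SD above the mean of all wells on their plate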;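 note: 0% = DMSO-treated cells in low-serum medium and 100% = 10% serum control; some compounds called inactive have numbers as strong as hits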
mIAP act = mouse IAP activation; 330,000 compounds, 0.24% hits; muIAP, CDP-Star luminescence, 30 min; active compounds read high; 1 = vehicle-only enzyme signal, 0 = enzyme-free wells; activation factor at 10 µM;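 active = activation factor of at least 2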; note: the source names both 10 and 20 µM as test concentration; values of inactives mirror those of a sister screen read the other way
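Assay system: mouse IAP enzyme; Reagent: CDP-Star chemiluminescent phosphatase substrate; Compound: DMSO-dissolved test compounds; Incubation: 30 min, room temperature; Technique: luminescence from enzymatic CDP-Star hydrolysis; Controls: DMSO-only wells and no-enzyme negative control.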
hIAP inh = human IAP inhibition | inhibition, % at 10 µM | P09923 | purified IAP, CDP-Star luminescence, 30 min | AID 2544 | 330,000 compounds, 0.12% hits;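 active = inhibition reaching a set limit with compound at 10 µM in the primary screen, cut at about 35% in these data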;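 note: plate controls were DMSO wells with enzyme for no effect and no-enzyme buffer wells for full effect; values of inactives mirror those of a sister screen read the other way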
Target sequence (P09923 whole entry, looked up): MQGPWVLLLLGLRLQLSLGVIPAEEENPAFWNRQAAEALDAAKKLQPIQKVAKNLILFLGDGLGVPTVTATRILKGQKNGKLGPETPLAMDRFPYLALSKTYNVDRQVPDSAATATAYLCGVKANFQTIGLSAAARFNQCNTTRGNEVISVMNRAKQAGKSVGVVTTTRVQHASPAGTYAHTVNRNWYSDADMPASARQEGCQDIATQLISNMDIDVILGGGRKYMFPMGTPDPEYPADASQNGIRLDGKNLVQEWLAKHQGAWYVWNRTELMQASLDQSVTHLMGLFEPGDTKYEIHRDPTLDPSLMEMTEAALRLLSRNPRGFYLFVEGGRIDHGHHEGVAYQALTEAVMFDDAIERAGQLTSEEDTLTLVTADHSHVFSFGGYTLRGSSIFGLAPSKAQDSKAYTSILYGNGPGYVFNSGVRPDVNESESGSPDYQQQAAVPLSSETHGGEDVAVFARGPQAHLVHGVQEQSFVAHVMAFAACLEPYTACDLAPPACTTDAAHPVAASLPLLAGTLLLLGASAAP
Starred values were filed as active, the others as inactive.

SMILES	APOBEC3A inh	mIAP inh	APOBEC3G inh	tim10-1 inh	NLRP3 yeast inh	TIM10 inh	beta cell repl	mIAP act	hIAP inh
COc1cc(C(=O)OC2CCOC2=O)cc(Cl)c1OC (stereo not drawn)	-4	-2	-12	23	1	-7	-4	1	-7
Cc1ccc(-c2cn3c(=S)[nH]nc3s2)cc1	3	-1	80*	26	3	18	1	1	16
COc1ccccc1NC(=S)NC(=O)c1c(-c2ccccc2Cl)noc1C	1	15	-3	33	13	28	-5	0.85	4
Cc1ccc(OCc2cc(C(=O)NCc3cc(F)ccc3C)no2)cn1	-1	1	18	5	16	-8	-3	0.99	3
O=c1[nH]cccc1-c1nc2cc(Cl)ccc2n1Cc1ccccc1	-3	1	-6	6	12	8	2	0.99	1
O=C(CSc1nnnn1-c1ccccc1F)Nc1nc2ccccc2s1	-1	-6	-4	-14	13	-33	-1	1.1	-17
c1ccc(OCc2nnc3sc(C4COc5ccccc5O4)nn23)cc1 (stereo not drawn)	11	19	7	26	-20	5	-3	0.81	-6
CCOc1ccc(C(C(=O)NC2CCCC2)N(C(=O)CNC(=O)c2ccco2)c2cccnc2)cc1 (stereo not drawn)	8	-10	-10	7	19	-6	6	1.1	-5
CCc1ccc([C@@H]2CC=C(C(=O)O)[C@H](c3cccc(Cl)c3)N2S(=O)(=O)c2ccc(C)cc2)cc1	-1	1	-8	26	8	1	-7	0.99	4
COc1ccccc1C(=O)NCC(=O)NCCc1ccc(Cl)cc1	-4	-4	-8	-19	10	9	0	1	-9
Cc1cc(C)c2oc(C(=O)N3CCN(Cc4ccccc4)CC3)cc(=O)c2c1	-1	3	2	19	22	13	-5	0.97	4
COC(=O)c1ccc(/C=C/c2c(-c3ccc(OC)cc3)oc3ccc(N4CCOCC4)cc23)cc1	-1	-2	-5	7	25	2	-8	1	2
CN(C)n1cccc1/C=C(\C#N)S(=O)(=O)c1cccc(Cl)c1	-4	19	-7	26	31	20	-2	0.81	19
COc1cccc(/C=N/Nc2nc3ccccc3[nH]2)c1OC	2	11	-5	11	18	19	0	0.89	-14
O=C(c1cc(Cl)nc2ccccc12)N1CCN(Cc2ccc3c(c2)OCO3)CC1	-2	8	-5	-2	14	7	6	0.92	-10
Cc1cccc(-c2cc(C(=O)NCc3ccccn3)c3ccccc3n2)c1	-2	6	-6	6	6	12	-1	0.94	2
O=[N+]([O-])c1cc(-c2ccc(/C=N/c3nc4ccccn4c3-c3ccco3)o2)ccc1Cl	1	21	-5	16	25	17	-5	0.79	12
O=C(O)CN1C(=O)CNC1=O	-3	-3	-9	7	10	6	-3	1	-27
O=C(CCN(NC(=O)c1ccccc1)C1=NS(=O)(=O)c2ccccc21)NC1CCCCC1	2	8	0	13	4	-6	-1	0.92	2
COc1ccc(C(NC(C)=O)c2nccc3cc(OC)c(OC)cc23)cc1OC (stereo not drawn)	-3	1	-7	-9	27	1	-1	0.99	3
CC1CC(C)CN(S(=O)(=O)c2ccc(C(=O)N3CCCC3)cc2)C1 (stereo not drawn)	-4	-6	-10	10	8	3	2	1.1	-18
O=C1C(=O)N(CCS(=O)(=O)c2ccccc2)c2ccccc21	4	-4	7	7	4	8	-4	1	15
CCC(C(=O)NCc1ccco1)n1nc(C)c2c(C)n(-c3ccccc3)nc2c1=O (stereo not drawn)	-3	0	-3	6	8	10	2	1	-52
COC(=O)[C@@]1(Cc2ccc(OC)cc2)[C@H]2c3cc(C(=O)N(C)C)n(C[C@H](O)CO)c3C[C@H]2CN1C(=O)c1ccccc1	0	11	-8	-26	9	0	-2	0.89	12
COc1ccc(Cn2ccnc2SCC(=O)Nc2cccc(NC(C)=O)c2)cc1	6	-2	3	9	0	1	-2	1	-17
(continued)
SMILES	APOBEC3A inh	mIAP inh	APOBEC3G inh	tim10-1 inh	NLRP3 yeast inh	TIM10 inh	beta cell repl	mIAP act	hIAP inh
CC(=O)c1cc2c(cc1N/C(=N/S(=O)(=O)c1ccc(Br)cc1)c1ccccc1)OCO2	-1	10	-8	-8	17	16	0	0.9	13
CCCCN(Cc1ccccc1)S(=O)(=O)c1ccc2[nH]c(=O)oc2c1	-2	9	-5	8	-2	11	0	0.91	-21
Nc1ccc(S(=O)(=O)NNC(=O)C(=O)NNc2ccccc2)cc1	-3	18	-7	-17	13	-37	0	0.82	7
COCCN=C(NS(=O)(=O)c1cccs1)c1ccccc1Cl	-2	7	-5	-1	4	5	2	0.93	0
CC(C)(C)NC(=O)CSc1nc2ccccc2n1-c1ccccc1	-5	-8	-3	27	17	9	-1	1.1	-1
Cc1ccc(SCC2=NN(c3nc(C)cc(C)n3)C(=O)C2)cc1	-2	11	-9	30	19	19	-4	0.89	-15
O=C(COC(=O)CSc1nnc(-c2ccc(Cl)cc2)o1)Nc1cc(Cl)cc(Cl)c1	-1	-7	1	30	15	6	-1	1.1	-20
COCC(C)n1c(C)cc(C(=O)CSc2nc(C)c(C)c(C)n2)c1C (stereo not drawn)	-2	11	-8	6	-30	11	2	0.89	-12
CC(=O)c1ccc(OCc2cc(C(=O)N3CCN4CCCC4C3)no2)cc1 (stereo not drawn)	-3	2	-5	8	15	2	1	0.98	10
CCCCn1c(=O)[nH]c(=O)c2c1nc(CN1C(=O)c3ccccc3S1(=O)=O)n2CCC	2	-1	-2	16	7	-1	-1	1	11
CCNc1nc(Oc2ccc(C(=O)OC)cc2)nc(N2CCOCC2)n1	1	5	-6	25	-10	6	2	0.95	-2
CNC(=O)c1nnsc1S(=O)c1ccc(Cl)cc1 (stereo not drawn)	2	-12	-1	70*	41	77*	-5	1.1	18
COc1ccc(NC(=O)c2ccc(Cl)c(NC(=O)c3ccncc3)c2)cc1	1	8	-4	10	-4	-9	2	0.92	-2
O=C(Nc1ccc2c(c1)CCC2)c1cnc(Cl)c(Cl)c1	-8	-10	4	-11	15	11	-3	1.1	-12
Cn1c(SCC(=O)N2CCCC2)nc2ccccc21	-5	-4	-19	-4	8	-17	2	1	9
COc1ccc(C(OC(=O)c2ccco2)C(=O)NC2CCCCC2)cc1 (stereo not drawn)	-2	2	-3	12	13	-5	-2	0.98	7
CCc1nnc(NC(=O)c2oc3ccc(Br)cc3c2C)s1	-2	-5	-1	8	14	3	-2	1.1	-10
CC(C)CCn1c(SCC(=O)c2ccccc2)nc2c1c(=O)[nH]c(=O)n2C	-2	6	-4	10	13	-12	2	0.94	-25
COc1ccc(Oc2cc(C)c3cccc(C)c3n2)cc1	6	5	-2	16	5	-5	-2	0.95	14
Cc1ccc(NC(=O)NC2(C(=O)NCc3ccccc3)CCCCC2)cc1	-1	-175	-3	-5	7	3	-2	2.7*	20
COc1cc(OC)nc(NC(=O)NS(=O)(=O)c2ccccc2Cl)n1	0	4	-8	2	2	-9	3	0.96	7
CCOc1ccc(C(=O)Nc2ccc3c(c2)OCCO3)cc1[N+](=O)[O-]	2	8	-3	-5	1	10	0	0.92	-6
NNC(=S)NCc1ccc2c(c1)OCO2	0	-9	-8	-19	10	-57	-1	1.1	-11
Cc1ccc(C(CNC(=O)Nc2ccc(Cl)cc2)N2CCN(C)CC2)cc1 (stereo not drawn)	-4	-19	-7	1	-5	-5	-6	1.2	-15
Cc1ccc(S(=O)(=O)N(C)C)cc1NC(=O)COC(=O)C1CC1	-3	6	-11	1	25	-3	7	0.94	6
(further entries)
SMILES	APOBEC3A inh	mIAP inh	APOBEC3G inh	tim10-1 inh	NLRP3 yeast inh	TIM10 inh	beta cell repl	mIAP act	hIAP inh
CCOC(=O)CNC(=O)CNC(=O)c1nn(-c2ccc(OC)c(OC)c2)c(=O)c2ccccc12	-2	-4	-7	24	10	-7	-2	1	-24
O=C(NCc1ccc(/C=N\NC(=O)C(=O)Nc2ccccc2Br)o1)C(=O)Nc1ccccc1	1	13	17	-13	8	-10	-3	0.87	0
COc1ccc(-c2nc(SC)n(S(=O)(=O)c3ccccc3)n2)cc1	-5	-5	-4	10	28	-14	-1	1.1	2
Cc1ccccc1N(C(=O)c1csnn1)C(C(=O)NC(C)(C)C)c1cccs1 (stereo not drawn)	-3	-3	-7	5	9	19	2	1	-6
O=C(N/N=C/c1ccc(O)cc1)c1nc(-c2ccccc2)n(-c2ccccc2)n1	2	5	-5	8	-10	16	0	0.95	-7
CCCN(CCC)C(=O)Cn1c2ccccc2c2nc(=O)cc(C)n21	-1	8	-4	13	3	-1	1	0.92	25
CC(=O)ONC(=Nc1ccccc1)c1nonc1N	0	-3	-3	16	17	11	0	1	7
O=C1CC(c2cccs2)c2cc3c(cc2N1)OCCO3 (stereo not drawn)	6	-8	3	12	15	4	-2	1.1	-22
COc1ccc(CC(=O)Nc2cc(S(=O)(=O)N3CCCCC3)ccc2C)cc1OC	-8	-8	-18	2	16	1	-3	1.1	4

Some of the entries so far, with bars between the fields:
SMILES | APOBEC3A inh | mIAP inh | APOBEC3G inh | tim10-1 inh | NLRP3 yeast inh | TIM10 inh | beta cell repl | mIAP act | hIAP inh
O=C(NCc1ccc(/C=N\NC(=O)C(=O)Nc2ccccc2Br)o1)C(=O)Nc1ccccc1 | 1 | 13 | 17 | -13 | 8 | -10 | -3 | 0.87 | 0
O=C(N/N=C/c1ccc(O)cc1)c1nc(-c2ccccc2)n(-c2ccccc2)n1 | 2 | 5 | -5 | 8 | -10 | 16 | 0 | 0.95 | -7
Cc1ccccc1N(C(=O)c1csnn1)C(C(=O)NC(C)(C)C)c1cccs1 (stereo not drawn) | -3 | -3 | -7 | 5 | 9 | 19 | 2 | 1 | -6
O=C1CC(c2cccs2)c2cc3c(cc2N1)OCCO3 (stereo not drawn) | 6 | -8 | 3 | 12 | 15 | 4 | -2 | 1.1 | -22
CC(=O)ONC(=Nc1ccccc1)c1nonc1N | 0 | -3 | -3 | 16 | 17 | 11 | 0 | 1 | 7
CCOC(=O)CNC(=O)CNC(=O)c1nn(-c2ccc(OC)c(OC)c2)c(=O)c2ccccc12 | -2 | -4 | -7 | 24 | 10 | -7 | -2 | 1 | -24
CCCN(CCC)C(=O)Cn1c2ccccc2c2nc(=O)cc(C)n21 | -1 | 8 | -4 | 13 | 3 | -1 | 1 | 0.92 | 25

Full records, looked up by structure. Order of values: APOBEC3A inh, mIAP inh, APOBEC3G inh, tim10-1 inh, NLRP3 yeast inh, TIM10 inh, beta cell repl, mIAP act, hIAP inh
COc1ccc(-c2nc(SC)n(S(=O)(=O)c3ccccc3)n2)cc1 across the screens: -5, -5, -4, 10, 28, -14, -1, 1.1, 2
CCCN(CCC)C(=O)Cn1c2ccccc2c2nc(=O)cc(C)n21 across the screens: -1, 8, -4, 13, 3, -1, 1, 0.92, 25

Hits appear at their usual frequency; 4.6% or so of the library scored in one or more.
